Compound activity (PubChem BioAssay)
TCR-CD3 inh = inhibitors of human TCR-CD3 interaction, primary screen, biochemical, fluorescence, TAMRA-labeled TCR probe | 360,000 compounds, 0.37% hits | inhibition, % at 9.4 µM | T-cell receptor (TCR); in the data active means inhibition above about 19%;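 further: recombinant mutant TCR 2C K166C tagged with TAMRA read by polarization; 0% = receptor in buffer alone and 100% = receptor with positive control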
PRMT1 FP inh = PRMT1 methyltransferase inhibitors, primary screen, biochemical, fluorescence polarization. Protein arginine N-methyltransferase 1 (Homo sapiens), Q99873. recombinant PRMT1, activity-based probe fluorescence polarization. inhibition, % at 2.79 µM. 370,000 compounds, 1.3% hits;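 active means inhibition above about 21% made by adding two undisclosed values, limit read from the data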
Target sequence (Q99873 whole entry, looked up): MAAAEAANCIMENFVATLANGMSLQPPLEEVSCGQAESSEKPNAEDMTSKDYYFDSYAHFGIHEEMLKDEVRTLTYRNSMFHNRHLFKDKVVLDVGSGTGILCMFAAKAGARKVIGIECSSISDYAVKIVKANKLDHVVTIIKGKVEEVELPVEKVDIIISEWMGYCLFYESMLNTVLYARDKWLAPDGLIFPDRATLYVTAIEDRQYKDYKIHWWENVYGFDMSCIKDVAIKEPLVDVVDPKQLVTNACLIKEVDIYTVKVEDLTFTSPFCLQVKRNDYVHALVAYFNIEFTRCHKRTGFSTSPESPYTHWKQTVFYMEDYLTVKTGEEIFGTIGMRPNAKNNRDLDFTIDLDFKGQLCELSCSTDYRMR
TDP2 inh = human TDP2 enzyme inhibitors, primary screen, biochemical, epi absorbance, recombinant enzyme; AID 720702, 2013; 370,000 compounds, 0.34% hits; T5PNP hydrolysis, p-nitrophenol absorbance 415 nm; Tyrosyl-DNA phosphodiesterase 2 (Homo sapiens), O95551; inhibition, % at 12.8 µM;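 active means inhibition above the mean of all tested compounds plus 3 SD, set per campaign, cut at about 25% in these data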;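 further: 0% = DMSO with enzyme and 100% = buffer with substrate but no TDP2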
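Incubation: 2 h at 37 °C; Test system: recombinant human TDP2; Quantity: enzyme 120 nM; Read-out basis: percent inhibition; Medium: 50 mM Tris-HCl pH 7.5 with Mg2+, KCl, DTT, BSA; Repeats: single replicate; Compound: 12.8 µM single point, 1% DMSO; Signal: epi absorbance; Reagent: 5 mM T5PNP chromogenic substrate; Benchmarks: no-enzyme high, DMSO-plus-enzyme low.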
PG9 binder = binders of HIV-1 gp120 antibody PG9, primary screen, biochemical, TR-FRET; HIV-1 gp120 / PG9 antibody interaction; TR-FRET gp120-PG9 antibody binding; inhibition, % at 6.7 µM; 360,000 compounds, 0.43% hits; in the data active means inhibition above about 8.5%
LEDGF integ inh = blockers of LEDGF/p75-dependent integrase strand transfer – biochemical, TR-FRET, high throughput, primary screen; HIV-1 integrase (with human LEDGF/p75); TR-FRET IN-LEDGF/p75 DNA integration, Eu/Cy5; inhibition, % at 3.7 µM; 370,000 compounds, 0.64% hits; AID 743269, 2014;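 active means inhibition above the screen-wide mean plus 3 SD, cut at about 13% in these data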;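 further: signal is the Cy5 over europium emission ratio at 671 and 618 nm; 0% = plate median of compound wells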
SIAE primary = human SIAE inhibitors, primary screen, biochemical, fluorescence polarization, FP-Rh probe, 1536-well HTS | Sialate O-acetylesterase (Homo sapiens), Q9HAT2 | SIAE FP-Rh probe binding | inhibition, % at 9.66 µM | 370,000 compounds, 0.69% hits;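 active means inhibition above a cutoff: mean of compounds within the control limits plus 3 SD of those, cut at about 17% in these data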;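 further: 0% = plate median of compound wells and 100% = probe without SIAE protein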
HTRA1 inhibitor = HTRA1 serine protease inhibitors, primary screen, biochemical, fluorescence polarization, HTS; recombinant HTRA1, FP-rhodamine activity-based probe; 340,000 compounds, 0.5% hits; inhibition, % at 5.96 µM; Q92743; AID 504803, 2011; in the data active means inhibition above about 36%;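 further: 0% = enzyme with DMSO and 100% = wells lacking enzyme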
Target sequence (Q92743 whole entry, looked up): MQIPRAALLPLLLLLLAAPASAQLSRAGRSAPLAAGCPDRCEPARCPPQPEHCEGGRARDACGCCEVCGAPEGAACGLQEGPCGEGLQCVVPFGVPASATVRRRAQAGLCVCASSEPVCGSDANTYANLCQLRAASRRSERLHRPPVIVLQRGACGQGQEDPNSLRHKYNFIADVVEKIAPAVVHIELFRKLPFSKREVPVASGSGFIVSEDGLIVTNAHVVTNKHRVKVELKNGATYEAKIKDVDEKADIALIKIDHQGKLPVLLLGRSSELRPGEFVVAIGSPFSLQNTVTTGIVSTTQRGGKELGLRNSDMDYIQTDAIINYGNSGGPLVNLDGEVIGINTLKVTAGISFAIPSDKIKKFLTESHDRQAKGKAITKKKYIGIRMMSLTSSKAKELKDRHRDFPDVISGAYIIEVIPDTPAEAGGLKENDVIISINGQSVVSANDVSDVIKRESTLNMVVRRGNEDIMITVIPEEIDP
mABHD4 FP = ABHD4 inhibitors, primary screen, biochemical, fluorescence polarization, mouse | (Lyso)-N-acylphosphatidylethanolamine lipase (Mus musculus), Q8VD66 | purified mABHD4, FP-Rh probe fluorescence polarization | inhibition, % at 8.92 µM | 370,000 compounds, 0.54% hits;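 active means inhibition exceeding the mean over every tested compound plus 3 SD, cut at about 30% in these data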;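 further: 0% = plate median of compound wells and 100% = S159A mutant with DMSO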
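Assay system: Wild-type mouse ABHD4 protein | Medium: HEPES pH 7.0 buffer, 150 mM NaCl, 0.01% Pluronic F-127 | Incubation: Enzyme–compound pre-incubation 45 min, then probe 60 min, both 25 °C | Technique: Fluorescence polarization with parallel and perpendicular emission, 525/598 nm | Evaluation: % inhibition of FP-Rh probe binding versus controls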
Tn7 DDE FP = inhibitors of Tn7 peptide binding to fibrin DD(E), primary screen, biochemical, fluorescence polarization, human fibrin, Tn7 probe; Fibrinogen beta chain (Homo sapiens), P02675; FP displacement of FITC-Tn7 peptide from fibrin DD(E); 0% = median of compound wells per plate; inhibition, % at 8.3 µM; 370,000 compounds, 0.13% hits; AID 720508, 2013;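 active means inhibition above the mean of compounds falling within the control limits plus 3 SD of them, cut at about 14% in these data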;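 further: 0% = plate median of compound wells and 100% = 10 µM Aha-Tn7 peptide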
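assay system = human clot-derived fibrin DD(E) complex | quantity = Fibrin-DD(E) at 2 µM final | timing = 10 min preincubation, 3 h with tracer, room temperature | signal = fluorescence polarization | measure = percent inhibition | benchmarks = high control wells with 10 µM unlabelled Aha-Tn7 peptide (full inhibition) | replicates = singlicate testing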
UHRF1 MBD2 ctr = UHRF1 methylated DNA binding inhibitors, primary screen, counter-screen for MBD2 inhibitor project, biochemical, TR-FRET, human UHRF1, single concentration; UHRF1 binding to methylated oligo; inhibition, % at 4.4 µM; E3 ubiquitin-protein ligase UHRF1 (Homo sapiens), Q96T88; 370,000 compounds, 0.75% hits; in the data active means inhibition above about 21%;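 further: UHRF1 SRA domain binding a hemimethylated CpG hairpin DNA probe; 0% = median of test compound wells and 100% = reference inhibitor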
Numbers without * were called inactive; . = not tested or not shown.

Results follow in this order: TCR-CD3 inh	PG9 binder	Tn7 DDE FP	SIAE primary	HTRA1 inhibitor	LEDGF integ inh	UHRF1 MBD2 ctr	TDP2 inh	PRMT1 FP inh	mABHD4 FP
- CCCc1cc(=O)[nH]c(SCC(=O)N(C)CC(=O)Nc2ccccc2CC)n1
→ -11	0.0	-3	-8	-3	-1	1	-4	12	1
- O=C(CSc1nnc2n1CCCN2)c1ccc(Cl)cc1
→ -4	-0.7	3	2	-8	-3	7	9	3	1
- C=C1SC(Nc2c(C)cc(C)cc2C)=NC12CCCCC2
→ 9	-1.4	6	-8	3	4	0	5	-1	12
- O=C(NCc1ccc(Br)cc1)OC1CC2CC1[C@H]1CCCCN1C2=O (some centres not stated)
→ 1	-0.5	-3	-7	.	3	-1	5	-2	6
- O=C(Cc1ccc(NC(=O)C2CCN(C(=O)c3ccccc3)CC2)cc1)Nc1ccc(C(=O)N2CCOCC2)cc1
→ -2	-0.3	1	-1	12	6	0	-4	-5	-12
- COc1ccc(NC(=O)c2ccc(-n3cncn3)c([N+](=O)[O-])c2)cc1OC
→ 4	-2.2	-8	8	1	5	0	-4	0	-3
- CC1(C(=O)NNC(=O)c2ccc(=O)oc2)CC1Br (configuration not stated)
→ 18	-2.8	-9	-1	.	7	5	6	12	-13
- Cc1cc(NC(=O)c2ccccc2C)no1
→ -1	-0.4	-2	5	-8	0	3	4	-2	-11
- COc1ccc(/C=N/NC(=S)NCC2CCCO2)cc1 (configuration not stated)
→ -3	0.8	0	9	1	1	-1	10	-1	-2
- Nc1cnc(Nc2ccc(Br)cc2)nc1N
→ -2	-4.3	-1	17	10	4	-2	-3	-2	8
- Cc1ccc(C(=O)/C=C/Nc2ccccc2C(N)=O)cc1
→ 1	-1.1	2	-4	-11	1	0	7	0	5
- CN(C)CCOc1ccc(-c2c(-c3ccccc3)sc3ccccc23)cc1
→ 1	-3.5	0	-5	-11	0	-4	-12	-3	23
- O=C(Oc1cccc(-n2cnnn2)c1)c1ccco1
→ -1	0.5	0	-1	3	-2	1	9	5	0
- COc1ccc(NC(=O)Cn2ncn3c(cc4ccccc43)c2=O)c(OC)c1OC
→ 2	-0.8	1	-1	-5	-3	0	-4	1	-1
- COc1ccc(CN(CC(=O)NCC2CCCO2)C(=O)CNS(=O)(=O)c2ccccc2)cc1 (configuration not stated)
→ -4	-1.4	-3	6	-6	-2	0	14	-3	-3
- O=C1CCC/C=C\C[C@@H](CC(=O)N(CCO)Cc2ccccc2)C(=O)N2CCC[C@H]2CO1
→ -1	2.4	2	1	0	-2	1	12	4	2
- O=C(/C=C/c1ccc(Cl)cc1Cl)NCCSCc1ccccc1
→ 1	-1.0	-1	-21	-44	1	9	-7	-2	-29
- COc1cc2cc(C)c(SCC(=O)N3CCN(C(=O)c4ccco4)CC3)nc2cc1OC
→ -13	-0.2	3	-2	-9	1	5	-4	5	-3
- CCOC(=O)CNC(=O)CSc1nc2cccnc2n1C
→ 8	-1.4	0	-1	1	-2	-2	-7	-1	2
- CCCc1nc2ccc(NC(=O)c3cccs3)cc2c(=O)n1Cc1ccccc1Cl
→ 10	-1.0	8	1	-20	-2	-3	-8	1	-4
- O=C(COC(=O)c1ccc2c(c1)S(=O)(=O)N=C1CCCCCN12)NCc1cccs1
→ -11	-1.4	9	0	5	-9	2	-8	3	-3
- COc1ccc(C)cc1NC(=S)NNC(=O)c1ccccc1Cl
→ 3	0.6	2	2	-1	-2	-8	6	-5	3
- Cc1cnc(CNC(=O)CC2C(=O)NCCN2Cc2ccccc2F)cn1 (configuration not stated)
→ 5	-0.9	-4	1	-1	2	0	1	3	7
- COc1cccc(CN2CCC(C(=O)Nc3ccc(-c4cccc(C)c4)cc3)CC2)c1O
→ -3	-1.4	4	0	-30	3	71*	-4	0	-5
- COc1ccccc1OCC(=O)Nc1cc(S(=O)(=O)N2CCOCC2)ccc1N1CCCCC1
→ -5	1.1	-10	-1	-21	2	2	-5	2	-7
- CNC(=O)c1cc(S(=O)(=O)Nc2ccc3c(c2)OCO3)ccc1C
→ -4	-1.9	-1	-3	2	5	3	-5	-3	-4
- Cc1ccc(S(=O)(=O)NCCn2nc(C)nc2C)cc1
→ 4	1.0	3	5	4	2	0	6	-3	-1
- CSCCC(NC(N)=O)C(=O)NCc1ccccc1Cl (configuration not stated)
→ 5	-1.0	4	-2	-4	-4	-4	-1	-2	8
- COc1ccc(C2NC(c3ccc(OC)cc3)C(c3ccccc3)C(=O)C2c2ccccc2)cc1 (configuration not stated)
→ -7	-0.7	3	-12	-23	-5	0	-7	1	-9
- COC(=O)CCN1CCC2CC1c1cc(-c3cccc(C)c3)ccc12 (configuration not stated)
→ 6	-0.2	1	-8	1	2	-2	8	0	3
- Nc1ccccc1S(=O)(=O)NC1=NCCCCC1
→ -3	0.4	-4	1	9	-1	18	7	2	-6
- O=C(CNC(=O)Cc1ccccc1)NCC(=O)N1CCN(C(c2ccccc2)c2ccccc2)CC1
→ -12	-0.7	4	-3	-5	-5	-1	2	-2	4
- COc1ccc(CN2CCNC(=O)C2CC(=O)NC2CCOCC2)c(F)c1 (configuration not stated)
→ 10	-3.8	-6	9	9	-3	-2	2	0	3
- O=C(O)c1ccc(NC2=C(N3CCOCC3)C(=O)c3ccccc3C2=O)cc1
→ 6	-6.0	-6	0	5	2	-3	22	-2	6
- O=[N+]([O-])c1ccc2c(c1)oc1ccccc12
→ 1	3.3	-4	-3	-2	0	0	-12	-2	-6
- COc1cccc(NC(=O)COc2ccc3c(c2)CCC3)c1
→ -8	0.7	3	-4	-12	4	2	-14	4	-12
- O=C(Nc1cccnc1)c1ccc(Cl)c(S(=O)(=O)N2CCCCC2)c1
→ 3	-0.3	10	-6	-5	2	1	7	2	-6
- COc1ccc(N(C)S(=O)(=O)c2cccc(C(=O)OCC(=O)c3c(N)n(C)c(=O)n(C)c3=O)c2)cc1
→ 2	-1.8	-4	-10	-22	7	-2	-2	1	-11
- COCC(=O)N1CCC(Oc2cccc(C(=O)NCc3ccccn3)c2)CC1
→ 5	-3.2	-3	-8	0	0	2	3	-5	-1
- C/C=C(\C)C(=O)N[C@@H](C)CN1C2=NC[C@H](C(C)C)N2C[C@H]1Cc1ccc(OC)cc1
→ 6	0.1	7	-1	3	0	-4	-9	1	-2
- CC(C)(Oc1ccc(Cl)cc1)C(=O)OCC(=O)Nc1ncc(Cl)cc1Cl
→ -5	-2.3	-6	-6	-11	2	2	-19	-2	-6
- CCOc1ccc(S(=O)(=O)NCCC(=O)NCc2ccco2)cc1
→ 2	1.0	3	-6	2	-2	-1	-3	-2	1
- COc1ccc(CNC(=O)c2cc(C3CC3)on2)cc1
→ -4	-0.8	-3	-4	6	-4	-1	-1	-2	-1
- COCCn1c(SCC(=O)Nc2ccccc2)nc2c1c(=O)[nH]c(=O)n2C
→ -8	-0.8	0	-7	3	6	3	-14	-5	-9
- O=C(CCOc1ccccc1)Nc1ccnn1C1CCN(Cc2ccc(O)cc2)CC1
→ 1	-0.5	11	1	2	0	-1	6	1	3
- COc1ccc(N=Cc2c(O)c3ccccc3oc2=O)cc1
→ -14	32*	-6	-7	-6	8	-5	11	-4	-7
- O=C(NC(Cc1ccccc1)C(=O)O)OCC1c2ccccc2-c2ccccc21 (configuration not stated)
→ -1	0.4	9	1	-11	0	-1	-2	1	1
- C=CCn1c(SCC(=O)N(CC)C2CCS(=O)(=O)C2)nc2sc3c(c2c1=O)CCC3 (configuration not stated)
→ 0	-0.1	-1	18*	-5	2	15	5	-1	2
- C[C@@H]1CN([C@@H](C)CO)C(=O)CCCn2cc(nn2)CO[C@H]1CN(C)C(=O)Nc1ccccc1
→ -3	1.7	0	6	.	-3	-1	0	-3	0
- CCC1CCCCN1C(=O)CSc1nnc(CNC(=O)c2cc(OC)c(OC)c(OC)c2)o1 (configuration not stated)
→ 10	0.4	-2	-3	2	-3	-3	-5	-1	2
- Cc1cccc(-c2nc(CS(=O)CC(=O)NC(C)CCc3ccccc3)c(C)o2)c1 (configuration not stated)
→ 3	-1.2	10	3	-10	-3	0	-9	4	-1
- COc1ccccc1Cc1c(-c2ccc(Cl)cc2)nc2c(C)cc(Br)cn12
→ 4	-0.1	2	3	.	-4	5	6	4	-12
- Cc1ccc(S(=O)(=O)/N=C/c2cc(Br)ccc2O)cc1
→ 4	-4.5	0	2	-1	-3	0	-6	-5	1
- COC(=O)[C@@H]1C[C@@]2(O)[C@@H](O)[C@@H](O)[C@@H](O)C[C@H]2N1C/C=C/c1ccccc1
→ 1	1.0	0	2	11	-1	-3	12	1	6
- COc1ccc(-n2nnnc2SCC(=O)Nc2ccc3c(c2)OCCO3)c(OC)c1
→ 3	0.3	2	-1	-5	-1	3	-8	14	-12
- CCSc1ccccc1C(=O)N1CCN(Cc2ccc3c(c2)OCO3)CC1
→ -1	0.4	-6	6	6	1	-1	2	-1	4
- Cc1ccc(S(=O)(=O)N(C)C)cc1NC(=O)COC(=O)Cc1ccc(Br)cc1
→ 6	-2.2	10	0	-2	-3	0	-8	-1	-1
- Cn1cc(C(=O)c2cccc(Cl)c2Cl)cc1C(=O)O
→ 2	2.0	-4	-1	9	1	0	3	2	15
- COc1ccc(/C(O)=C(\C#N)c2nc3ccccc3n2C)cc1OC
→ 4	-2.4	7	2	-4	-1	-2	-14	3	-4
- NC(=O)CC(NC(=O)Cc1ccc(Br)cc1)c1ccc(N2CCN(c3ccc(F)cc3)CC2)c([N+](=O)[O-])c1 (configuration not stated)
→ 5	-0.8	-1	1	-9	2	-4	2	-1	-5
